# Compound activity from PubChem.
# RMI-FANCM inh = blocks RMI1/RMI2 complex binding to FANCM MM2 peptide; Fluorescence polarization, RMI core complex with F-MM2 peptide; stronger effect = lower value; FP signal (polarization) at 33 µM; hit rate 0.58% among 70,000; AID 1159607; in the data active = FP signal below about 40; note: inactives centre near 61; strong numbers were not always called active; unit not given here
# Numbers without * were called inactive; & = joins results of further samples. A portion of the library; the hit share may differ from the screen's.
# The opening six records as a preview:
SMILES,RMI-FANCM inh
COc1ccc(C(=O)N2CCN(c3ncccc3C(F)(F)F)CC2)cc1,55
O=C(COc1ccc(Cl)cc1)NCCCN1CCN(c2ccccc2)CC1,63
Cc1cc(C)c(NC(=O)Cn2nc(-c3ccco3)c3sc(N4CCOCC4)nc3c2=O)c(C)c1,84
Nc1c2c(=O)[nH]c(O)cc2nn1-c1ccccc1,48
O=C(Nc1ccc2c(c1)OCCO2)C1CCCCN1S(=O)(=O)c1ccc(Cl)s1 (configuration not stated),55
Cc1nc2scc(-c3cccc(NC(=O)C(C)Oc4cccc(F)c4)c3)n2c(=O)c1C (configuration not stated),64

# The whole of this part, repeating the preview:
SMILES,RMI-FANCM inh
COc1ccc(C(=O)N2CCN(c3ncccc3C(F)(F)F)CC2)cc1,55
O=C(COc1ccc(Cl)cc1)NCCCN1CCN(c2ccccc2)CC1,63
Cc1cc(C)c(NC(=O)Cn2nc(-c3ccco3)c3sc(N4CCOCC4)nc3c2=O)c(C)c1,84
Nc1c2c(=O)[nH]c(O)cc2nn1-c1ccccc1,48
O=C(Nc1ccc2c(c1)OCCO2)C1CCCCN1S(=O)(=O)c1ccc(Cl)s1 (configuration not stated),55
Cc1nc2scc(-c3cccc(NC(=O)C(C)Oc4cccc(F)c4)c3)n2c(=O)c1C (configuration not stated),64
COC(=O)c1ccc2c(=O)n(CCCC(=O)NCC3CCCO3)c(=S)[nH]c2c1 (configuration not stated),61
CC1CN(C2=NCCN2S(=O)(=O)c2ccc(Cl)cc2)CC(C)O1 (configuration not stated),57
CCOC(=O)/C(C#N)=C/Nc1cc(C)no1,63
COc1cccc(-c2nnc3ccc(OCCNC(=O)c4sc(C)nc4C)nn23)c1,70
OC(COCCOc1ccc(Br)cc1)CN1CCN(c2ccccn2)CC1 (configuration not stated),61
O=c1c2cc(-c3cccs3)nn2ccn1Cc1nc(-c2cccc(Cl)c2)no1,101
COC(=O)Cn1c(CN2CCN(c3cccc(Cl)c3)CC2)nc2c1c(=O)[nH]c(=O)n2C,57
O=C(NCCn1ncc2c(=O)n(Cc3cccc(F)c3)cnc21)c1ccc(Cl)cc1,137
COc1cccc(CSc2nc(CC(=O)Nc3ccc(C)c(Cl)c3)cc(=O)[nH]2)c1,71
O=C(CSc1nnc(CCn2ccc(=O)[nH]c2=O)o1)N1CCc2ccccc21,60
COc1ccc(Cl)cc1S(=O)(=O)NCc1ccc2c(c1)OCO2,62
COCCNC(=O)CSc1nnc(C)c2cnn(-c3ccc(C)c(C)c3)c12,63
CN(C)c1ccc(CCCNC(=O)c2cccc(C(F)(F)F)c2)cc1,69
COc1c(Cl)cc(Cl)cc1-c1csc(NC(=O)C(Cl)(Cl)Cl)n1,56
Cc1cc(Br)cc(C)c1OCC(=O)Nc1ccc2c(c1)OCO2,63
Cc1cc(C)c2c(c1)sc(=NC(=O)CN1C(=O)c3ccccc3C1=O)n2C,78
COc1ccc(/C=N\N2CCC(=O)Nc3ccccc32)c(OC)c1,52
CCN1CCOc2ccc(NC(=O)COC)cc2C1=O,65
COc1ccccc1CNC(=S)NCCO,62
S=c1[nH]nc(OCc2ccc(Cl)cc2Cl)n1-c1ccccc1,60
Cc1cc2c(cc1C)CSC2,55
COC(=O)c1sc2ccccc2c1OS(=O)(=O)c1ccc(OC)c(OC)c1,47
O=C(/C=C/c1ccco1)C1=C(O)C(=O)N(CCCN2CCOCC2)C1c1ccco1 (configuration not stated),60
Cc1nc2sccn2c(=O)c1NC(=O)c1cccs1,53
CC(=O)Nc1sc(N/N=C\c2cccc(Cl)c2)nc1-c1cccs1,62
O=C(Nc1cc(F)c(Br)cc1F)c1ccc(Cl)cc1,64
O=C(NCCN1CCN(c2ccccc2)CC1)c1cccs1,64
CC1CN(c2ccc(NC(=S)NCc3cccs3)cc2)CC(C)O1 (configuration not stated),54
CCOc1cccc2c1Oc1[nH]c(-c3cccc(OC)c3O)nc(=S)c1C2,12*
O/C(=C\Sc1nnc(COc2ccc(Cl)cc2Cl)o1)c1ccc(F)cc1,62
N#Cc1ccccc1NC(=O)C(=O)NCCN1CCOCC1,56
COc1ccccc1N1CCN(CCNC(=O)C(=O)Nc2ccc(F)cc2)CC1,66
N#Cc1c(NC(=O)c2ccc3ccccc3c2)sc2c1CCCCC2,73
O=S(=O)(NCc1ccncc1)c1ccc2c(c1)OCCO2,67
O=C1S/C(=C/c2ccccc2F)C(=O)N1CN1CCOCC1,56
CCOC(=O)CC(C)Nc1cc(NC(C)=O)ccc1OC (configuration not stated),52
O=S(=O)(c1cccc(Cl)c1)N1CCN(Cc2ccc3c(c2)OCO3)CC1,58
CCc1ccc(S(=O)(=O)Nc2cccc(-c3csc4nc(C)c(C)c(=O)n34)c2)s1,64
Cc1cc(-c2nnc(NC(=O)c3ccc4c(c3)OCO4)o2)nn1C,70
Cc1c(NC(=O)Nc2ccccc2)c(=O)n(-c2ccccc2)n1C,62
COc1cccc(C(=O)N(CCCN2CCOCC2)c2nc3c(Cl)cccc3s2)c1OC,53
Cc1nnc(NC(=O)COc2cccc3ccc(N4CCN(c5ccccc5)CC4)nc23)s1,53
Nc1ccc(C(=O)Oc2ccccc2)c(O)c1,64
COc1ccc(CCNC(=O)NCCc2ccc3c(c2)CCCN3C)cc1,62
Cc1noc(C)c1-c1nc(-c2ccc(Cl)cc2)no1,54
CN(C)c1ccc(CCCNC(=O)COc2ccc(F)cc2)cc1,70
CC1(C)C2CCC1(CS(=O)(=O)N1CCc3ccccc31)C(=O)C2 (configuration not stated),65
CN(C)C(=O)Nc1cnccc1C(F)(F)F,62
COc1ccc(CC(=O)Nc2nc(-c3ccccc3)c(C(=O)c3ccccc3)s2)cc1C,94
O=C(CSc1nnc(NC(=O)c2ccccc2)s1)NCCc1ccccc1,57
CCc1ccccc1NC(=O)CCc1c(C)nn(-c2nc(C)cc(=O)[nH]2)c1C,64
O=C(O)c1cc(Nc2nc(-c3ccccc3)c3cc(Cl)ccc3n2)ccc1O,54
CN1CCc2cc(C(CNC(=O)Nc3cccs3)N3CCOCC3)ccc21 (configuration not stated),62
C=CCN1C(=O)C(C)(C)COc2cc(NS(=O)(=O)c3ccc(C)s3)ccc21,67

# A portion taken from the entries so far, for reference:
SMILES,RMI-FANCM inh
CCc1ccccc1NC(=O)CCc1c(C)nn(-c2nc(C)cc(=O)[nH]2)c1C,64
O=C(O)c1cc(Nc2nc(-c3ccccc3)c3cc(Cl)ccc3n2)ccc1O,54
CN1CCc2cc(C(CNC(=O)Nc3cccs3)N3CCOCC3)ccc21 (configuration not stated),62
C=CCN1C(=O)C(C)(C)COc2cc(NS(=O)(=O)c3ccc(C)s3)ccc21,67

# Continued.
SMILES,RMI-FANCM inh
Cc1ccc2cccc(Oc3ncnc(N)c3[N+](=O)[O-])c2n1,59
O=C(c1ccco1)N1CCN=C1SCc1ccccc1F,55
COc1ccc(C2C/C(=N\O)C(C)C(c3ccc(OC)cc3)N2)cc1 (configuration not stated),51
COc1cccc(C(=O)Nc2nc(CSCc3ccc(F)cc3)cs2)c1OC,56
CCc1c(C#N)c(SCCC(=O)Nc2ccc(C)cc2)nc2c1C(=O)CC(C)(C)C2,73
O=C(Nc1cc([N+](=O)[O-])ccc1F)c1cnc2n(c1=O)CCS2,61
Cc1cc(-c2nnc(NC(=O)c3ccc(Br)s3)o2)n(C)n1,69
CCC(CC)COC(=O)C(C#N)c1nc2ccccc2nc1N1CCCCC1 (configuration not stated),48
O=C(Nc1nnc(-c2ccncc2)o1)c1ccc(F)cc1,61
Cc1csc(-c2nc(-c3ccc(C(F)(F)F)cc3)no2)c1,58
Cc1ccc2oc(C(=O)Nc3ccc4oc(=O)ccc4c3)c(C)c2c1,66
N/C(CS(=O)(=O)Cc1ccco1)=N/O,53
O=C(Nc1ccc(S(=O)(=O)Nc2nccs2)cc1)c1csc2nc(-c3ccc(F)cc3)cn12,72
COc1cc(N2CCN(S(=O)(=O)c3ccc(NC(C)=O)cc3)CC2)nc(C)n1,54
O=c1[nH]nc(Sc2ncc([N+](=O)[O-])s2)n1-c1ccc2c(c1)OCCO2,54

# 3 records picked at random from those above:
SMILES,RMI-FANCM inh
COc1cc(N2CCN(S(=O)(=O)c3ccc(NC(C)=O)cc3)CC2)nc(C)n1,54
COc1ccc(C2C/C(=N\O)C(C)C(c3ccc(OC)cc3)N2)cc1 (configuration not stated),51
Cc1cc(-c2nnc(NC(=O)c3ccc(Br)s3)o2)n(C)n1,69

# Returning to the listing; the three compounds before the break are reprinted first.
SMILES,RMI-FANCM inh
O=C(Nc1ccc(S(=O)(=O)Nc2nccs2)cc1)c1csc2nc(-c3ccc(F)cc3)cn12,72
COc1cc(N2CCN(S(=O)(=O)c3ccc(NC(C)=O)cc3)CC2)nc(C)n1,54
O=c1[nH]nc(Sc2ncc([N+](=O)[O-])s2)n1-c1ccc2c(c1)OCCO2,54
CC(C)c1nnc(NC(=O)c2ccc(S(=O)(=O)NC3CCCC3)cc2)s1,63
O=S(=O)(c1ccc(Cl)cc1)n1nnc2ccccc21,60
CN(C)c1ccc(C(=O)NCCCS(=O)(=O)N2CCN(c3ccccc3)CC2)cc1,63
CC(C)C(=O)Nc1ccc(C(=O)NCCNC(=O)CCSc2ccccc2)cc1,65
CC1CCCCN1S(=O)(=O)c1ccc(Cl)c(C(F)(F)F)c1 (configuration not stated),75
Cc1ccc(S(=O)(=O)N2CCC(CC3CCN(S(=O)(=O)c4ccc(C)cc4)CC3)CC2)cc1,61
Cc1nc2c(sc3ccccc32)c(=O)n1CC(=O)NCc1ccc2c(c1)OCO2,98
N#C/C(=C\c1ccccc1Cl)C(=O)Nc1cccc(C(F)(F)F)c1,65
COc1ccc(-c2noc(CN3N=NC4C(=O)N(c5ccc(F)c(Cl)c5)C(=O)C43)n2)c(OC)c1 (configuration not stated),62
CCS(=O)(=O)c1ccc(-c2ccc(NC(=O)c3ccc([N+](=O)[O-])c(C)c3)cc2)nn1,58
O=C(c1ccco1)N1CCc2ccc(NS(=O)(=O)c3ccc(F)cc3F)cc21,68
CCOC(=O)c1c(NC(=O)c2cccc(F)c2)sc2c1CCCCC2,74
CC(=O)c1cc(Cl)cc(Cl)c1OC(=O)c1ccc([N+](=O)[O-])cc1,52&48
O=C(c1ccco1)N1CCc2ccc(NS(=O)(=O)c3ccc(F)c(Cl)c3)cc2C1,67
O=C(NCCCN1CCN(c2ccccc2)CC1)c1cc2ccccc2oc1=O,62
Cn1c(=O)c2c(=S)nc(C3CC3)[nH]c2n(C)c1=O,70
COC(=O)c1ccc(Cn2nc(-c3ccc(F)cc3)c3sc(N4CCCC4)nc3c2=O)cc1,70
C=CCn1c(SCCC(=O)Nc2ccc(C)cc2)nc2sc3c(c2c1=O)CCCC3,85
Cc1ccc(C)c(S(=O)(=O)NCc2ccc(C(=O)N3CC(C)OC(C)C3)cc2)c1 (configuration not stated),75
Cc1n[nH]c(C)c1N=Nc1cc(Cl)cc(Cl)c1,55
COC(=O)c1ccc2c(=O)n(CC(=O)NCc3ccc(Cl)cc3)c(=S)[nH]c2c1,84
Cc1nn(C)c(C)c1NC(=O)c1ccccc1Cl,54
NC(=S)Nc1ccc(O)cc1,55
O=S(=O)(O)c1cc(S(=O)(=O)O)c2cc(O)ccc2c1,56
COCCNC(=O)c1nnn(-c2ccccc2)c1CSc1nc(C)cc(C)n1,64
O=C(Nc1ccc(Cl)cc1)C1=Cc2cc(Cl)ccc2OC1,61
CCc1ccc(N2C(=O)SC(Nc3ccc(S(N)(=O)=O)cc3)C2=O)cc1 (configuration not stated),56
O=C(CCc1csc(NC(=O)c2ccc[nH]c2=O)n1)NCC1CCCO1 (configuration not stated),60
COc1cnn(-c2ccccc2)c(=O)c1Cl,56
O=C(CCCn1nc(-c2ccccc2)ccc1=O)Nc1nccs1,76
Cc1nn(C)c2sc(C(=O)NC3CCCCNC3=O)cc12 (configuration not stated),56
CC(=O)Nc1ncccc1OC(C)=O,55
CS(=O)(=O)N=C(N)c1ccncc1,63
CNCC(O)Cn1c(C(F)(F)F)nc2ccccc21 (configuration not stated),55
C#CCn1c(=NC(=O)c2ccnn2CC)sc2cc(S(C)(=O)=O)ccc21,66
O=C(CCCN1C(=O)/C(=C\c2ccco2)SC1=S)NNC(=O)c1ccccc1O,52
O=C(Nc1ccccc1-n1cccc1)c1ccccc1Br,58
Cc1ccc(S(=O)(=O)N2CCN(c3ccccn3)CC2)cc1,64
COc1cccc(-n2c3c(c(=S)[nH]c2=O)CCC3)c1,61
CNC(=S)NNC(=O)c1ccccc1O,64
O=C(N/N=C1\CCCc2occc21)c1ccc([N+](=O)[O-])cc1,58
CCCn1nc(-c2ccco2)c2sc(N3CCOCC3)nc2c1=O,66
CN(C)c1cc(-c2cccs2)oc(=O)c1Cl,60
CCOC(=O)C(=CNc1cc(C(F)(F)F)ccc1NCCc1ccccn1)C(=O)OCC,46
Nn1c(SCc2ccccc2)nnc1-c1ccco1,61
C/C(=N/Nc1cc(C(F)(F)F)ccn1)c1ccc(Oc2ncc([N+](=O)[O-])s2)cc1,57
Cc1nc2ccccc2n1Cc1ccc(C(=O)NCc2ccccc2)o1,61
COc1ccc(CNC23CC4CC(CC(C4)C2)C3)cc1,79
COc1ccccc1-c1ccc(N2CCCC(C(=O)Nc3ccccc3C(N)=O)C2)nn1 (configuration not stated),66
C=CCNC(=S)NNC(=O)Cc1ccc([N+](=O)[O-])cc1,41
Cc1ccc(C)c(NC(=O)CCc2ccc(C)o2)c1,59
O=C(CSc1nnc(Cn2c(=O)sc3ccccc32)n1-c1ccccc1)NCc1ccco1,60
O=C(Nc1ccc2c(c1)N(C(=O)c1cccs1)CC2)c1ccc(F)c(F)c1,77
Cc1ccc(S(=O)(=O)NC(N)=NCCc2c[nH]c3ccccc23)cc1C,60
Cn1c(=O)c2c(SCc3cccnc3)nc(C3CCCC3)nc2n(C)c1=O,59
Cc1ccc(Cn2nnc3c(SCc4ccc([N+](=O)[O-])cc4)ncnc32)cc1,56
COc1cc(S(=O)(=O)n2cc(C)nc2-c2ccccc2)c(C)cc1C,65
CCCc1ccc(C(=O)NCCN2CCN(c3ccc(OC)cc3)CC2)cc1,65
O=C(Nc1c[nH]c2ccccc12)N1CCN(c2ccc([N+](=O)[O-])cc2)CC1,54
Cc1cc2c(c(=O)n1CCCn1ccnc1)C(c1ccccc1F)C(C#N)=C(N)O2 (configuration not stated),67
CCOc1ccc(-c2ccc(=O)n(CCNC(=O)C(C)Oc3ccccc3F)n2)cc1 (configuration not stated),65
CCC(=O)OCC(=O)[C@@]1(OC(=O)CC)[C@@H](C)CC2C3CCC4=CC(=O)C=C[C@]4(C)C3(F)[C@@H](O)C[C@@]21C (some centres not stated),55
S=c1[nH]c2ccccc2c2ccccc12,67
